Assay outcomes from PubChem BioAssay.
D1 ag: human D1 receptor agonism | activation, % at 2 µM | 360,000 tested, 1% active | HEK293 T-REx D1 cells, calcium flux, agonist mode | AID 504660; in the data active = activation above about 30%; note: 0% is about no effect
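Agonism was scored from calcium flux recorded over 180 s (1 read/s) after pintool compound addition, following a 10-cycle baseline. Cells were inducible force-coupled HEK293 TREx D1, plated overnight at 30 C and loaded with no-wash calcium dye.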
Vif-APOBEC3F blk: blocks the Vif interaction with APOBEC3F. HeLa A3F-eYFP + Vif (tagged APOBEC3F with the HIV-1 protein that degrades it), YFP fluorescence increase. Potency, µM (highest dose often 46.1 µM), without a hit: top-dose activity, negative = active. 390,000 tested, 0.2% active; note: potency is the fitted concentration of half-maximal effect; % of control where 0% means no effect; nearly all actives have a fitted effect of over 65% in size
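Fluorescence increase (Ex 488/Em 500-530) after overnight compound treatment at 37 deg C flags inhibition of Vif-driven A3F-eYFP loss in stable HeLa A3F-eYFP/Vif cells seeded overnight beforehand.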
D1 potentiator: human D1 dopamine receptor positive modulation; potentiation, % at 10 µM; 360,000 tested, 0.036% active; P21728; HEK293 TREx D1 cells, calcium flux, dopamine EC20 potentiation; in the data active = potentiation above about 30%; note: 0% is about no effect
Vif-APOBEC3G blk: Vif-A3G binding inhibition; AID 602310; HeLa A3G-eYFP + Vif (tagged APOBEC3G with the HIV-1 protein that degrades it), YFP fluorescence, overnight; Q9HC16; 410,000 tested, 0.076% active; Potency, µM (series often up to 46.1 µM), inactives show at the top dose activity, negative = active, actives largely listed as inhibitors;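 note: potency is the fitted concentration of half-maximal effect; % is set by controls: 0 for no effect and ±100 for the full control effect; nearly all actives have a fitted effect of over 60% in size; hits raise eYFP signal because A3G escapes Vif-driven loss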
Target sequence (Q9HC16 whole entry, looked up): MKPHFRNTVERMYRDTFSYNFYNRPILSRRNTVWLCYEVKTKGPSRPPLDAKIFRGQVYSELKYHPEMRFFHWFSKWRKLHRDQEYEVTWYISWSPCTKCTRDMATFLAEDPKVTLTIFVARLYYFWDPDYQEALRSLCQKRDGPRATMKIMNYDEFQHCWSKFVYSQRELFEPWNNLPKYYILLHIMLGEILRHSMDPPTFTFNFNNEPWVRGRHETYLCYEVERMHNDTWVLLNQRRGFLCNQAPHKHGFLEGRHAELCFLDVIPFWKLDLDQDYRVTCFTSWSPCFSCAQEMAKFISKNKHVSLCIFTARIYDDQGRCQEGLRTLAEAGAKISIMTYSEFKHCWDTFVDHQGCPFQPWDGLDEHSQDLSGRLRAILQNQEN
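Read-out is eYFP fluorescence (Ex 488/Em 500-530) from Vif-expressing HeLa A3G-eYFP cells; more signal means A3G escaped Vif-mediated degradation. Cells plated overnight, compound pinned in, incubated overnight at 37 deg C.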
RXFP1 antagonist: blocks the human relaxin receptor RXFP1 | activity change, negative = inhibition, % at 57.5 µM | 350,000 tested, 0.59% active | HEK293-RXFP1, relaxin-stimulated cAMP HTRF, 30 min; stronger effect = lower value | Q9HBX9;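 active = activity change of -60% or lower, but not beyond a set lower limit; inconclusive = change between -60% and -40%, or beyond the set limit; inactive = change above -40%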; note: % is set by controls: 0 for no effect and ±100 for the full control effect
D2 potentiator: positively modulates the human D2 dopamine receptor allosterically | 340,000 tested, 0.34% active | potentiation, % at 10 µM | HEK293 T-REx D2, calcium flux, EC20 dopamine potentiation;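 active = potentiation over 3 SD above the plate norm, cut at about 30% in these data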; note: 0% is about no effect
Target sequence (P14416 whole entry, looked up): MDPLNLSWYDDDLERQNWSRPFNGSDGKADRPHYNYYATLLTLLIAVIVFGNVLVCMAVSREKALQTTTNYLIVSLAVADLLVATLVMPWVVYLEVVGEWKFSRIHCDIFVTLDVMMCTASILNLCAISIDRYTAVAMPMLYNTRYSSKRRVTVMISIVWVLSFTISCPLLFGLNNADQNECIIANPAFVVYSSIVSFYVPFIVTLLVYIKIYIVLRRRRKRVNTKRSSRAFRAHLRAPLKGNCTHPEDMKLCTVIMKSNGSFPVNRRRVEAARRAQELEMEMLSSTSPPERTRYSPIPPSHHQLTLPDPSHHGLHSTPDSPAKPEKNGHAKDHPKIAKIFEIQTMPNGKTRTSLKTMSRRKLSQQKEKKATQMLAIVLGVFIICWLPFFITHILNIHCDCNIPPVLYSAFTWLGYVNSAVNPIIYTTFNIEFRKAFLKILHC
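Using a no-wash calcium dye in inducible, force-coupled HEK293 Trex cells expressing D2, we tracked fluorescence each second for 180 s after compound, then for 180 s after EC20 dopamine to detect augmented signalling.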
RXFP1 ag: RXFP1 (human) receptor agonism | Potency, µM (highest dose often 57.5 µM), without a hit: top-dose activation, actives largely listed as activators | Q9HBX9 | 370,000 tested, 0.3% active | HEK293T-RXFP1 cAMP TR-FRET, 30 min; response scale: percent of porcine relaxin response, buffer zero | AID 2676; note: potency is the fitted concentration of half-maximal effect; % is set by controls: 0 for no effect and ±100 for the full control effect; nearly all actives have a fitted effect of over 60% in size; many of its hits are not listed in these tables
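HEK293 cells stably expressing RXFP1, treated 30 min at 37C with compounds plus PDE4 inhibitor Ro 20174; cAMP measured by HTRF TR-FRET. Normalized to buffer and 29 nM porcine relaxin; EC50 by Hill fit.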
GRP78 ERSR act: induces the endoplasmic reticulum stress response in human glioma cells. U87-MG GRP78 promoter luciferase reporter, 16 h. Potency, µM, for the others: at the top dose activation, hits mostly activators. 420,000 tested, 0.02% active; note: potency is the fitted concentration of half-maximal effect; series mostly up to about 76 µM; % of control where 0% means no effect; nearly all actives have a fitted effect of over 35% in size
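Stably transfected U87-MG glioma cells carrying a GRP78-based luciferase sensor; 16 h compound incubation. Luminescence end-point read 10 min after Bright-Glo addition at room temperature.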
D1 antag: human D1 dopamine receptor antagonism; 360,000 tested, 3.2% active; activity change, negative = inhibition, % at 10 µM; P21728; AID 504652; HEK293 TREx D1 cells, calcium flux, dopamine EC80; stronger effect = lower value; in the data active = activity change below about -30%; note: % is set by controls: 0 for no effect and ±100 for the full control effect
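Compound effects on dopamine-evoked calcium signalling were measured in tetracycline-induced HEK293 Trex D1 cells. Dopamine at EC80 followed a 180 s compound pre-read, and fluorescence was tracked kinetically for 180 s more.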
* hit, by the source's call; ? = inconclusive; / = not tested or not shown; & = joins results of further samples. Unless noted, calls come from the whole dose curve; as a rule, active = well fitted curve in the direction sought with a large enough effect; inconclusive = small, poorly fitted or top-dose-only effect, or another doubt; inactive = no such curve, though single readings can be large; an effect the other way counts as inactive or inconclusive. This is a subset, so the mix of outcomes need not match the whole.

SMILES	D1 ag	Vif-APOBEC3F blk	D1 potentiator	Vif-APOBEC3G blk	RXFP1 antagonist	D2 potentiator	RXFP1 ag	GRP78 ERSR act	D1 antag
O=C(Nc1ccccc1)C(Cc1ccccc1)NC(=O)C12CC3CC(CC(C3)C1)C2 (stereo not given)	2	6%	-7	1%	2	5	-1.7%	-4%	-2
CCCS(=O)(=O)N1CCC(C(=O)NCCCOC(C)C)CC1	5	-6%	-3	3%	-3	-3	1.8%	1%	-11
Cc1cc(C)c(NC(=O)C2CCCN2CCOC(=O)c2cccc([N+](=O)[O-])c2)c(C)c1 (stereo not given)	2	0%	-3	-1%	22	7	-0.1%	-2%	-3
CCOc1ccccc1C1C(C(=O)OC)=CN(C)C=C1C(=O)OC	1	1%	-3	0%	4	1	0.5%	-6%	-11
CN(C1CCCCC1)S(=O)(=O)c1cccc(C(=O)Nc2ccccn2)c1	0	-5%	-4	3%	/	-2	-0.5%	4%	-6
C[C@@H]1CCC(=O)N(CC[C@H](N=[N+]=[N-])c2ccccc2)CC1	-1	-8%	-2	-3%&2%	/	3	0.2%	0%&1%	4
CCOC(=O)c1nnsc1Nc1ccc(C)c(C)c1	0	1%	1	-3%	-3	-1	4.2%	1%	7
COc1ccc2nc(Nc3nc4cc5c(cc4s3)OCCO5)sc2c1	3	-10%	-2	-2%	8	14	2.9%	3%	0
CCOC(=O)C1CCCN(C(=O)CCNS(=O)(=O)c2ccc(Br)cc2)C1 (stereo not given)	2	8%	-4	2%	5	15	-0.6%	-6%	-3
Cc1cc(C)c(NC(=O)C(C)n2nc(-c3ccc(C)c(C)c3)ccc2=O)c(C)c1 (stereo not given)	0	-8%	-1	-3%	-9	6	6.3%	0%	0
COc1cc(O)c2c(=O)c3c(OC)c(O)ccc3oc2c1	-4	-5%	2	-1%	/	-3	-0.8%	0%	17
Cc1cc2ncn(C(=O)c3cc(-c4ccccc4)nc4ccccc34)c2cc1C	0	4%	-15	-1%	-10	-7	2.7%	-1%	0
CC(=O)C1=C(O)CC(c2ccccc2)CC1=NCCc1c(C)[nH]c2ccccc12 (stereo not given)	-3	2%	4	7%	-2	-1	0.4%	-3%	-17
O=C(/C=C/c1ccco1)c1cccc([N+](=O)[O-])c1	/	6%	/	-1%	-38	/	/	-2%	/
CS(=O)(=O)c1ccc(NC(=O)CCN2C(=O)C3CCCCC3C2=O)cc1 (stereo not given)	4	3%	-2	0%	-13	-6	0.6%	-3%	-2
CSc1nc2ccc(NC(=O)c3ccc(=O)[nH]c3)cc2s1	3	?	-4	-4%	15	-17	-0.2%	0%	5
Cc1cccc(-n2c(C)cc(/C=N\NC(=O)c3cccs3)c2C)c1	36*	-7%	-1	1%	/	-8	-0.5%	4%	14
COc1ccc(-n2nc(C(=O)NCCCN3CCOCC3)c3ccccc3c2=O)c(OC)c1	0	-12%	1	3%	18	-21	2.6%	-1%	-2
COc1ccc(C(c2nnnn2Cc2ccccc2)N2CCN(c3nc4ccccc4s3)CC2)cc1 (stereo not given)	9	-10%	-6	-5%	-8	-2	0.7%	-7%	-5
Cc1c(Cl)cccc1NC(=S)NCCc1ccc(S(N)(=O)=O)cc1	1	1%	-11	2%	-4	-7	0.6%	-1%	9
Cc1nn(-c2ccccc2)c(C)c1C(=O)OCC(=O)Nc1ccc2c(c1)OCO2	0	3%	-3	1%	-19	17	2.4%	0%	-5
CCCCCCc1c(O)c2ccccc2[nH]c1=O	3	-3%	-3	-3%	14	2	5.0%	3%	15
O=S(=O)(c1ccc2ccccc2c1)N1CCN(C2CCN(Cc3ccccc3)CC2)CC1	5	1%	-4	2%	-2	-17	-2.1%	-3%	5
COc1ccc(OC)c(C2=Nn3c(nnc3C3CCCCC3)SC2)c1	1	2%	-5	1%	-14	0	3.1%	-3%	4
NNC(=O)C1CC(O)CN1S(=O)(=O)c1ccc2ccccc2c1 (stereo not given)	-1	5%	-3	0%	7	-10	-1.1%	-2%	-7
CC(C)(C)OC(=O)C(C)(C)O/N=C(\C(=O)O)c1csc(N)n1	2	-3%	7	2%	5	-3	0.2%	3%	-3
CCC(=O)C1CCCN(C(=O)c2cccc(OC3CCN(S(C)(=O)=O)CC3)c2)C1 (stereo not given)	/	0%	/	-1%	2	/	/	2%	/
O=C(CCC1COc2ccccc2O1)NCc1ccco1 (stereo not given)	1	-15%	-1	1%	-7	-2	2.2%	0%	-1
Clc1ccc(CSc2nnc(Cn3cnc4ccccc43)o2)cc1	7	-8%	-3	-1%	-2	11	-0.5%	-6%	-2
COCCN(C(=O)COC(=O)/C=C/c1ccc(SC)cc1)c1c(N)n(Cc2ccccc2)c(=O)[nH]c1=O	/	2%	/	-7%	-3	/	/	3%	/
COc1cccc(Oc2ccc(C(F)(F)F)cc2NC(=O)CN2C(=O)NC3(CCCC3)C2=O)c1	/	?	/	?	-15	/	/	?	/
Cc1cccc(OCC(=O)NCC(=O)N/N=C/c2ccc(O)cc2O)c1	4	2%	-1	-6%	10	-2	7.1%	-3%	15
O=C(O)COc1ccc(S(=O)(=O)N2CCCC2)cc1	-2	0%	5	5%	-2	15	-1.7%	-4%	-8
COc1cc(C2NC(=O)NC(c3ccccc3)=C2C(C)=O)ccc1OCC(=O)O (stereo not given)	3	-1%	-4	0%	1	-3	2.2%	-1%	4
COC(=O)c1ccccc1-c1ccc(/C=N/Nc2nc(N3CCCC3)nc(N3CCCC3)n2)o1	0	0%	-3	-9%	?	-20	10.0%	-10%	4
O=C(Nc1ccc(N2CCOCC2)c(Cl)c1)c1ccc(F)cc1	-1	0%	-11	-4%	-10	-2	2.3%	0%	-22
Cc1c(N)cccc1-n1cccc1	1	-11%	0	1%	-7	10	-0.1%	1%	17
COc1cccc(-n2c(C)nn(C)c2=O)c1	2	-5%	-1	-4%	-3	6	2.0%	-2%	-6
CC1CCN(C(=O)CNC(=O)c2cccc(OC(F)F)c2)CC1	0	6%	0	-1%	1	/	-1.7%	7%	15
O=C(C[C@H]1C[C@@H]2c3cc(NC(=O)C4CCC4)ccc3O[C@@H]2[C@H](CO)O1)NC1CCCCC1	/	0%	/	2%	8	/	/	0%	/

Complete entries as entered above. Order of values: D1 ag | Vif-APOBEC3F blk | D1 potentiator | Vif-APOBEC3G blk | RXFP1 antagonist | D2 potentiator | RXFP1 ag | GRP78 ERSR act | D1 antag
O=S(=O)(c1ccc2ccccc2c1)N1CCN(C2CCN(Cc3ccccc3)CC2)CC1 in the list: 5 | 1% | -4 | 2% | -2 | -17 | -2.1% | -3% | 5
Cc1cccc(OCC(=O)NCC(=O)N/N=C/c2ccc(O)cc2O)c1 in the list: 4 | 2% | -1 | -6% | 10 | -2 | 7.1% | -3% | 15
COc1cc(C2NC(=O)NC(c3ccccc3)=C2C(C)=O)ccc1OCC(=O)O (stereo not given) in the list: 3 | -1% | -4 | 0% | 1 | -3 | 2.2% | -1% | 4
Clc1ccc(CSc2nnc(Cn3cnc4ccccc43)o2)cc1 in the list: 7 | -8% | -3 | -1% | -2 | 11 | -0.5% | -6% | -2

Next part:
SMILES	D1 ag	Vif-APOBEC3F blk	D1 potentiator	Vif-APOBEC3G blk	RXFP1 antagonist	D2 potentiator	RXFP1 ag	GRP78 ERSR act	D1 antag
O=S(=O)(c1ccccc1)N1CCN(C(=S)NCCc2ccccc2)CC1	2	2%	0	1%	5	-3	0.0%	4%	-9
CC1CN(C(=S)Nc2cccc(Cl)c2)CC(C)O1 (stereo not given)	7	4%	-11	4%	4	7	-1.4%	3%	5
COc1ccc(Cl)cc1NS(=O)(=O)c1cc(Cl)ccc1OC	3	-8%	-3	0%	2	12	-0.1%	1%	4
CN(C)c1nc(SCc2ccccc2)nc(N2CCOCC2)n1	3	2%	0	-16%	-17	3	-2.1%	0%	17
NNC(=O)C(Cc1ccccc1)NC(=O)OCc1ccccc1 (stereo not given)	6	14%	0	1%	-12	15	-1.8%	0%	-9
Cc1cccc(C(=O)NC(=S)N2CCc3ccccc3C2)c1	4	8.9µM*	-2	1%	-5	7	-0.2%	-1%	-21
CCC(C(=O)NCc1ccc(F)cc1)N(Cc1ccco1)C(=O)c1snc(C(N)=O)c1N (stereo not given)	0	-3%	-3	-4%	-3	4	3.0%	-4%	0
Cc1ccc(CN2C(=O)C3CCCN3c3ccc(C#N)cc32)cc1 (stereo not given)	1	/	-7	/	/	7	5.7%	/	14
CCc1ccc(OCCOCC(O)CN(CCO)CCO)cc1 (stereo not given)	0	2%	1	1%	4	12	-1.3%	-2%	-21
COc1ccc(CNC(=O)C(c2ccco2)N(C(=O)c2snc(C(N)=O)c2N)c2ccccc2OC)cc1 (stereo not given)	8	11%	-5	-4%	-17	0	3.5%	-7%	-28
Cc1ccc(S(=O)(=O)NC(C(=O)N2CCOCCOCCOCCOCC2)C(C)C)cc1 (stereo not given)	2	?	-4	-1%	-7	6	-0.1%	-3%	2
Cc1noc(NS(=O)(=O)c2ccc(NC(=O)c3ccc(N(C)C)cc3)cc2)c1C	3	1%	2	-3%	-4	13	2.4%	-2%	-9
O=C(COc1ccccc1[N+](=O)[O-])OCCCOC(=O)COc1ccccc1[N+](=O)[O-]	11	7%	-5	0%	-4	-15	-1.0%	-5%	-14
Cc1cc2nc(C)c3c(n2n1)CCC3	0	-6%	-3	1%	-8	-7	17%	-3%	2
CCn1c(-c2cccnc2Cl)nc2ccccc21	2	4%	0	1%	-1	-1	0.3%	-4%	-6
CCOc1ccc(NC(=O)CCN2CCN(c3ccccc3OC)CC2)cc1	2	8%	7	-4%	2	-28	0.6%	-5%	-9
O=C(Nc1c(Cl)cc2c(c1Cl)Cc1cc([N+](=O)[O-])ccc1-2)C(Cl)Cl	/	-1%	/	-8%	-28	/	/	1%	/
CCOc1ccccc1C(=O)NCC(c1ccc(N(C)C)cc1)N1CCCC1 (stereo not given)	-2	0%	-2	-1%	-20	-19	-0.2%	-4%	-19
CCN(CCCNC(=O)CCCN1C(=O)COc2ccc(C)cc21)c1cccc(C)c1	3	-1%	-2	-5%	11	-2	0.1%	0%	2
CCc1cc(C(=O)N(CC)CC(=O)Nc2c(F)cccc2F)sc1C	/	-9%	/	-1%	3	/	/	0%	/
